M4 antag = human M4 muscarinic receptor antagonists, primary screen, CHO cells, Fluo-8 calcium fluorescence; Muscarinic acetylcholine receptor M4 (Homo sapiens), P08173; CHO-hM4 cells, ACh EC80; inhibition, % at 3 µM; hit rate 0.73% among 360,000; AID 624125, 2012;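 active means inhibition above its plate's cutoff, the mean inhibition of sample wells plus 3 SD, cut at about 27% in these data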;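 further: 0% = acetylcholine EC80 with DMSO and 100% = DMSO without agonist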
Target sequence (P08173 whole entry, looked up): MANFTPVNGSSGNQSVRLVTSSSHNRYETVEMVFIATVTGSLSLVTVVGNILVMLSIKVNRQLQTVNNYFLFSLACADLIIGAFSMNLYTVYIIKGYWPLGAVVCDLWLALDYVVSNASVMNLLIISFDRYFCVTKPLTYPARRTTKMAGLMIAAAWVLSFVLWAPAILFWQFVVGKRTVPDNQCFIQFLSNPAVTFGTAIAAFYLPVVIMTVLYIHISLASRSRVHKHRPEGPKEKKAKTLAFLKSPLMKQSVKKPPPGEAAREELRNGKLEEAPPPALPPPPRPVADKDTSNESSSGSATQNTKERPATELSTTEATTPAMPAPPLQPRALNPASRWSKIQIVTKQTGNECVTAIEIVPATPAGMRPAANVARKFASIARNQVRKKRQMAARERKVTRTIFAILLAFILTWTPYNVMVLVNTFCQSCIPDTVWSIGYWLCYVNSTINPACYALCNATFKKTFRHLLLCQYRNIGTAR
CHO parental Ca = ATP-evoked calcium signal inhibitors, parental CHO, primary screen, counter-screen for OX1R antagonist project, cell-based, fluorescence, Fluo-8 calcium dye; hit rate 0.63% among 330,000; parental CHO-K1, ATP-induced calcium, Fluo-8 fluorescence; inhibition, % at 5.6 µM;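 active means inhibition above that plate's mean sample inhibition plus 3 SD, cut at about 26% in these data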;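 further: 0% = ATP-challenged DMSO wells and 100% = DMSO wells without ATP; some compounds past the cut are filed as inactive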
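Measured by: calcium-sensitive Fluo-8 fluorescence / Test system: CHO parental line / Controls: ATP-challenged DMSO wells low, unchallenged DMSO wells high / Measure: % inhibition / Compound: single nominal dose of 5.6 µM per compound / Replicates: single well per compound, no replicates / Reagent: ATP as calcium-mobilizing challenge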
OXTR potentiator = human OXTR potentiators, primary screen, fluorescence, CHO-OTR cells, Fluo-8 calcium; Oxytocin receptor (Homo sapiens), P30559; Fluo-8 calcium fluorescence, potentiator mode; 0% = oxytocin EC15, 100% = EC100; activation, % at 3 µM; hit rate 0.061% among 320,000; AID 2445, 2010;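 active means activation above that plate's cutoff, the mean activation of tested compounds plus 3 SD, cut at about 6.6% in these data, passing the limit was not always enough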;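 further: 100% uses oxytocin at 75 nM as the full agonist control; some results filed as inactive read as strong as hits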
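Assay system: CHO cell line stably expressing human OTR. Reagent: EC15 oxytocin agonist. Dosing: single dose, 3.0 µM nominal final compound concentration. Timing: compound 6 min at room temperature before oxytocin, 100 s read. Signal: kinetic Fluo-8 calcium fluorescence. Controls: oxytocin EC15 low and EC100 high.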
M1 ag parental = counter-screen for M1 agonists: effect in parental CHO-K1 cells; Fluo-8 calcium fluorescence; scaled to maximal ATP response, vehicle zero; activation, % at 3 µM; hit rate 0.48% among 360,000; AID 602248, 2012; in the data active means activation above about 15%;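 further: untransfected CHO-K1 host cells lacking M1 receptor as counterscreen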
CHO-K1 Ca antag = nonselective inhibitor or artifact in parental CHO-K1 cells; hit rate 0.6% among 360,000; AID 602250; inhibition, % at 3 µM; ATP-induced calcium, Fluo-8 fluorescence;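 active means inhibition above a per-plate cutoff, the plate's mean sample inhibition plus 3 SD, cut at about 24% in these data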;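 further: 0% = DMSO plus EC80 ATP and 100% = DMSO alone without ATP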
CHRM1 antagonist = human M1 muscarinic receptor antagonists, primary screen, CHO-K1 cells, Fluo-8 calcium fluorescence, 1536-well; inhibition, % at 3 µM; hit rate 1.3% among 360,000; Muscarinic acetylcholine receptor M1 (Homo sapiens), P11229; CHO-K1 hM1, ACh EC80 antagonist;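 active means percent inhibition above its own plate's cutoff, namely the mean of that plate's compound wells plus 3 SD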;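 further: peak over basal fluorescence ratio during 140 s after agonist addition; 0% = ACh EC80 plus DMSO and 100% = DMSO alone without agonist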
Target sequence (P11229 whole entry, looked up): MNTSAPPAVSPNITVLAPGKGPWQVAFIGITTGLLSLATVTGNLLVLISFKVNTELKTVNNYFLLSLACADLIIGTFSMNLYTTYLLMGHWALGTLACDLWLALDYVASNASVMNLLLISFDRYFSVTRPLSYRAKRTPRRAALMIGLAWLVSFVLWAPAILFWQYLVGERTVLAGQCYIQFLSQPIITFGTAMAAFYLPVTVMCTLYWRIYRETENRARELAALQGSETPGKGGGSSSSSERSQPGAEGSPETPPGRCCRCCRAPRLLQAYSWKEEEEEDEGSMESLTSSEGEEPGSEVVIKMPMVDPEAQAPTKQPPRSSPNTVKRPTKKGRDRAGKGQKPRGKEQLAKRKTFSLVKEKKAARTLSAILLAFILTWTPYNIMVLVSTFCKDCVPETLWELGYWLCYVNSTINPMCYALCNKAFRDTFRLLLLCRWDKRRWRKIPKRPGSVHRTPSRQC
CHRM1 agonist = human M1 muscarinic receptor agonists, primary screen, Fluo-8 calcium fluorescence, CHO-K1 cells, HTS; Muscarinic acetylcholine receptor M1 (Homo sapiens), P11229; CHO-K1 hM1, agonist mode; 0% DMSO, 100% acetylcholine EC100; activation, % at 3 µM; hit rate 0.33% among 360,000; AID 588814, 2011;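 active means activation above the run's mean compound activation plus 3 SD, cut at about 16% in these data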;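 further: peak over basal fluorescence ratio within a 140 s kinetic read after compound addition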
M4 ag = human M4 muscarinic receptor agonists, primary screen, CHO-K1 cells, Fluo-8 calcium fluorescence; activation, % at 3 µM; Muscarinic acetylcholine receptor M4 (Homo sapiens), P08173; hit rate 0.14% among 360,000; CHO-K1 hM4/Gqi5; vehicle 0%, full acetylcholine response 100%;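 active means activation above the run mean over all test wells plus 3 SD, cut at about 32% in these data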;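 further: peak over basal fluorescence ratio per well then scaled between controls; 0% = DMSO wells and 100% = acetylcholine at EC100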
M1 PAM = human M1 muscarinic receptor positive allosteric modulators, primary screen, CHO-K1 cells, Fluo-8 calcium fluorescence, 1536-well; Muscarinic acetylcholine receptor M1 (Homo sapiens), P11229; CHO-K1 hM1, ACh EC20; 0% = ACh EC20, 100% = maximal ACh; hit rate 0.088% among 360,000; activation, % at 3 µM; in the data active means activation above about 19%, passing the limit was not always enough
* hit, by the source's call; · = not tested or not shown.

SMILES	M4 antag	CHO parental Ca	OXTR potentiator	M1 ag parental	CHO-K1 Ca antag	CHRM1 antagonist	CHRM1 agonist	M4 ag	M1 PAM
O=C(Cn1cnc2c(NCc3ccccc3)ncnc21)NCC1CCCO1 (stereo unspecified)	12	-2	·	0.2	2	-7	0	0	8
CN(c1ccccc1C(=O)Nc1ccc(S(=O)(=O)N2CCCC2)cc1)S(C)(=O)=O	4	-8	-1	0.6	-11	11	-8	0	-7
O=S(=O)(Nc1ccc(Cc2ccncc2)cc1)c1cccs1	-11	-9	-10	4.8	-14	-1	-9	10	-3
CC(C)(C)c1ccc(O)c(N=Cc2cc3c(cc2[N+](=O)[O-])OCO3)c1	-7	4	-7	0.1	-10	-31	-3	0	15
C/C(=N\NC(=O)c1ccncc1)c1cccnc1	3	·	·	6.8	-5	-10	-3	0	7
N/C(COc1ccccc1)=N\NS(=O)(=O)c1ccccc1	0	-5	-17	0.1	-11	-15	-2	1	12
CCCN(C)C[C@H]1Oc2ncc(Br)cc2C(=O)N([C@@H](C)CO)C[C@@H]1C	-4	·	·	0.0	-4	-11	-2	8	3
COC(=O)c1c(NC(=O)COC(=O)CNC(=O)C2CCCCC2)sc(C)c1C	-3	-15	-8	0.8	-8	-10	-9	1	9
CN(CC1CCCO1)S(=O)(=O)c1ccc(C(=O)Nc2ccc([N+](=O)[O-])cc2)cc1 (stereo unspecified)	4	6	-13	14	1	15	0	23	-10
CCCCN1CCNC1=S	1	-5	-8	0.6	6	-4	-1	1	16
COc1ccc(C(C)(O)c2nc(-c3ccc(S(C)(=O)=O)cc3)cs2)cc1 (stereo unspecified)	1	·	·	2.9	-2	-3	0	3	3
Cc1ccc(C)c(OCCn2cc(/C=C(\C#N)C(=O)NCc3cccs3)c3ccccc32)c1	1	-7	-2	-0.2	8	5	-4	0	-2
CC(=NC1CCN(Cc2ccccc2)CC1)c1c(O)[nH]c(=O)[nH]c1=O	3	-3	2	2.1	5	-4	-7	0	1
Cc1ccc2cccc(S(=O)(=O)Nc3c(C)n(C)n(-c4ccccc4)c3=O)c2n1	-1	-3	-8	0.1	-2	1	-4	0	3
COc1cc2oc3ccccc3c2cc1N(CC(=O)N1CCCCC1)S(=O)(=O)c1ccc(C)cc1	-3	-20	-9	3.1	-7	0	-4	0	-3
CNC(=O)NNC(=O)c1csc(-c2ccc(C(F)(F)F)cc2Cl)n1	4	-11	2	0.3	-1	-21	-6	1	9
COc1ccc(Nc2nc(N)c([N+](=O)[O-])c(NCCO)n2)cc1	-8	-18	6	0.4	-7	-14	-1	1	10
O=C(Nc1cccc(-c2cn3c(n2)SCC3)c1)c1ccc2ccccc2n1	-5	-16	1	1.7	-8	5	0	6	-1
Nc1nnc(SCc2ccccc2F)n1-c1ccccc1	-6	-27	-5	0.4	-5	-10	-1	1	-4
CC(CN1CC(=O)NC(=O)C1)N1CC(=O)NC(=O)C1 (stereo unspecified)	2	·	·	0.1	-8	-16	-1	0	9
Cc1ccc(C)c(S(=O)(=O)Nc2cc3c4c(c2)CCN4C(=O)CC3)c1	2	-21	-7	1.1	-6	-4	0	4	2
COc1ccc2oc(C(=O)OCc3c(C)noc3C)c(C)c2c1	-4	2	-11	3.1	-5	-2	-4	6	1
CCO[C@@H]1OC(C(=O)NCc2nc3ccccc3[nH]2)=C[C@H](c2csc3ccccc23)[C@H]1CCCO	19	-36	-5	6.3	-5	5	-8	11	-8
CC(C)N1CCN(CC#Cc2ccccc2)CC1CCO (stereo unspecified)	-17	-17	-7	0.3	-13	-8	-9	2	6
COC(=O)c1ccc2nc(-c3ccco3)c(Cc3ccc(C)cc3)n2c1	-3	·	·	-0.1	-13	-26	-2	-1	-5
Continuation:
SMILES	M4 antag	CHO parental Ca	OXTR potentiator	M1 ag parental	CHO-K1 Ca antag	CHRM1 antagonist	CHRM1 agonist	M4 ag	M1 PAM
OCCCNc1ncnc2oc(-c3ccccc3)c(-c3ccccc3)c12	14	·	·	2.1	-2	12	-8	10	-12
CCOC(=O)C1CCCN(C(=O)c2cccc(S(=O)(=O)N3CCCC3)c2)C1 (stereo unspecified)	-5	-13	-7	2.7	-16	-7	-4	4	11
COc1cccc(C(=O)NCCS(=O)(=O)N(C)C2CCCCC2)c1	-5	-18	-9	0.8	-9	-7	-2	1	6
COc1ccc(Cc2nc3ccc(C(=O)N(C)C(C)c4ccon4)cc3o2)cc1 (stereo unspecified)	-1	-5	-2	9.7	2	-3	0	4	5
Cc1cc(C)n2nc(SCC(=O)NC(=O)c3ccc(OC(F)F)cc3)nc2n1	-2	-14	-2	0.1	-15	-12	-6	1	10
Cc1cc(OCC(=O)Nc2ccccn2)c2c(C)c(C)c(=O)oc2c1	5	-1	-7	0.2	-7	-4	-2	0	3
Cc1cc(NC(=O)CCC(=O)N(Cc2cccs2)C(C(=O)NC2CCCC2)c2ccccc2)no1 (stereo unspecified)	-12	-19	-6	2.1	-5	-20	-5	8	1
Cc1cc(N2CCN(C(=O)c3ccco3)CC2)n2nc(-c3cccc(F)c3)cc2n1	6	-25	3	2.5	-16	-1	-5	4	2
N#CC1=C(N)N(c2ncn[nH]2)C2=C(C(=O)CCC2)C1c1ccc(F)cc1 (stereo unspecified)	-26	5	-11	0.0	-7	-5	-3	1	0
Cc1cc(O)c2c(c1)C(O)(C1OC(CO)C(O)C(O)C1O)c1cccc(O)c1C2=O (stereo unspecified)	-4	-19	-8	0.6	-16	-10	-4	0	6
COc1ccc(NC(=O)C2(C)CCN2CCOc2ccc(C)cc2)cc1OC (stereo unspecified)	-18	·	·	1.8	-12	-9	-7	4	2
Cc1ccc(C(=O)CSc2nnc(-c3ccco3)n2CC2CCCO2)cc1 (stereo unspecified)	-7	-4	-3	0.2	-1	-20	-1	2	1
CCOC(=O)[C@@H]1[C@H]2COc3ccccc3[C@@H]2N2C(=O)N(c3ccccc3)C(=O)[C@]12C	0	-14	-4	-1.0	-7	-4	-4	0	6
O=C1NC(=O)C(CCc2ccccc2)(c2ccccc2)N1 (stereo unspecified)	2	·	·	0.1	-14	6	-9	1	-12
CCCCSc1nc(N)c(C#N)c(-c2cccs2)c1C#N	-3	-20	-10	3.0	-19	7	-10	7	-11
O=C(COC(=O)c1cc(=O)[nH]c2ccccc12)NCc1ccccc1Cl	5	-23	-1	0.7	-12	-6	-2	1	5
O=C(c1ccccc1)N1CCN(C(=O)c2cc3ccccc3oc2=O)CC1	-21	-2	-7	0.1	3	-26	-2	0	19
COc1ccc(N(CC(=O)NCc2ccc(F)cc2)C(=O)Cn2nnc(-c3ccc(C)o3)n2)cc1OC	1	-8	-3	-0.3	-2	0	-4	1	3
COc1ccccc1NC(=O)c1ccc2c(c1)N(CC(=O)NC(C)(C)C)C(=O)C(C)(C)O2	-2	7	-4	1.3	-11	-2	0	2	2
COc1ccccc1NS(=O)(=O)c1cc(N/C(=N/S(=O)(=O)c2ccccc2)c2ccc(F)cc2)ccc1Cl	12	·	·	0.5	-4	8	-4	4	-5
CCOC(=O)c1cccnc1NC(=O)c1ccncc1	7	-8	-6	-0.3	18	-5	0	1	8
O=C(CSc1nc(=O)n(CCN2CCOCC2)c2c1CCCC2)Nc1ccc(F)cc1F	-15	-23	3	-0.1	-13	-9	1	0	13
NC(=O)c1ncc(C(F)(F)F)cc1Oc1cccnc1	-1	-14	-1	4.7	17	9	-4	21	-13
CC(C)NC(=O)C1(C)CCCN1C(=O)c1ccccc1Br (stereo unspecified)	-6	·	·	0.1	10	-7	0	0	8
CCCCOc1ncnc2c1[nH]c1ccc(OCC)cc12	2	-6	0	2.0	-6	-5	-4	0	-1
(list continues)
SMILES	M4 antag	CHO parental Ca	OXTR potentiator	M1 ag parental	CHO-K1 Ca antag	CHRM1 antagonist	CHRM1 agonist	M4 ag	M1 PAM
O=C(Nc1ccc(S(=O)(=O)N2CCCCC2)cc1)c1ccco1	3	-4	3	0.4	-15	-3	1	4	3
NC(=O)CC[C@H](NC(=O)c1ccc(F)cc1)C(=O)OCC(=O)NCc1ccc(F)cc1	-1	-1	3	0.6	-6	-1	-4	1	5
CCOc1ccc(-c2onc(C(F)(F)F)c2-c2cscn2)c(O)c1	-1	-21	-10	3.2	-8	18	-3	14	-12
COc1ccc(CNc2ccc(N3CCOCC3)cc2)cc1	-4	-9	-15	0.3	4	-17	-2	0	12
CCOC(=O)c1ccc(COC(=O)c2nonc2N)cc1	1	-1	-16	0.3	-2	3	-3	2	-4
COc1cccc(CNC(=O)c2ccc(Cl)c(S(=O)(=O)N3CCOCC3)c2)c1	10	-12	-6	2.1	-5	5	-1	3	-6
COc1cc(C(=S)N2CCOCC2)cc(OC)c1OC(=O)c1ccc(F)cc1	-9	-12	-18	1.0	-8	-17	-1	3	9
CCOc1ccc(C(=O)NC(C(=O)NCC2CCCO2)C(C)C)cc1 (stereo unspecified)	3	-7	2	1.1	-14	-14	-3	0	9
CNCc1ccccc1Sc1ccc(O)c(O)c1	-5	-2	-5	-0.3	-18	-19	-5	1	17
O=c1[nH][nH]c(C(F)(F)F)c1C=Nc1cccc(Cl)c1	10	-10	-5	3.3	-2	-2	-4	0	4
O=C(CC1CCCCC1)NCc1ccco1	1	0	-8	-0.4	-6	-9	-2	0	1
COc1ccccc1-c1c(C)nn2c(N3CCOCC3)cc(C)nc12	1	-8	-8	1.1	-12	-10	-5	0	11
COc1ccc(N2CC(C(=O)N3CCC4(CC3)CC(=O)c3ccccc3O4)CC2=O)cc1 (stereo unspecified)	-5	-16	-5	5.2	-10	-6	-2	7	6
Cc1cc(C)nc(NC(=O)/C=C/c2ccccc2Cl)c1	6	-22	3	-0.5	2	-16	-7	-2	5
O=C(CSc1ccc2ccccc2n1)NC1CC1	-12	-24	0	0.7	-14	-8	-4	0	7
Cc1noc(C)c1C(=O)N1CCCC(C(=O)c2ccc(Cl)cc2)C1 (stereo unspecified)	4	-15	-21	0.6	-7	-14	-8	2	3

Part of the list above in order of length of the SMILES, falling:
SMILES	M4 antag	CHO parental Ca	OXTR potentiator	M1 ag parental	CHO-K1 Ca antag	CHRM1 antagonist	CHRM1 agonist	M4 ag	M1 PAM
NC(=O)CC[C@H](NC(=O)c1ccc(F)cc1)C(=O)OCC(=O)NCc1ccc(F)cc1	-1	-1	3	0.6	-6	-1	-4	1	5
COc1cc(C(=S)N2CCOCC2)cc(OC)c1OC(=O)c1ccc(F)cc1	-9	-12	-18	1.0	-8	-17	-1	3	9
O=C(Nc1ccc(S(=O)(=O)N2CCCCC2)cc1)c1ccco1	3	-4	3	0.4	-15	-3	1	4	3
CCOC(=O)c1ccc(COC(=O)c2nonc2N)cc1	1	-1	-16	0.3	-2	3	-3	2	-4
